H1N1 NS1A inhibition – NS1A inhibition, H1N1 influenza, cell based functional assay (AID 504329) | inhibition, % at 12.5 µM, or IC50 in µM where a hit was titrated | 0.3% of 340,000 active | NS1A functional cell-based assay, percent inhibition; higher % means a stronger effect; in the data active = a potency from the dose series; inconclusive = inhibition above about 27% without an active follow-up result; also: strong numbers were not always called active
M. tuberculosis HTS – M. tuberculosis growth inhibition, HTS (AID 449762) | M. tuberculosis H37Rv growth inhibition, 7H9 media; higher % means a stronger effect | one-dose inhibition, % at 25 µM; IC50 in µM for titrated hits | 0.59% of 330,000 active; in the data active = a potency from the dose series; inconclusive = inhibition above about 70% without an active follow-up result;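 also: bacterial growth assessed after seven days of incubation; strong numbers were not always called active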
inhibitors of VEEV – inhibitors of VEEV TC-83 cytopathic effect, confirmation, Vero cells (AID 588727); one-dose inhibition, % at 20 µM; IC50 in µM for titrated hits; 0.13% of 350,000 active; Vero cells, VEEV TC-83 cytopathic effect inhibition; higher % means a stronger effect; in the data active = a potency from the dose series; inconclusive = inhibition mostly from about 14% at the one dose, without a potency; inactive = the rest, 99 in 100 with inhibition below about 12%; also: strong numbers were not always called active
Salmonella PhoP GFP – PhoP regulon inhibitors, Salmonella typhi PhoP promoter GFP reporter, confirmatory (AID 1850); Salmonella Typhi PhoP-promoter GFP reporter, fluorescence, 4 h; higher % means a stronger effect; 0.33% of 310,000 active; inhibition, % at 50 µM; hits with a dose series show IC50 in µM; in the data active = a potency from the dose series; inconclusive = inhibition mostly from about 25% at the one dose, without a potency; inactive = the rest, 99 in 100 with inhibition below about 19%;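 also: 0% = induced wells with vehicle and 100% = uninduced wells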
M. tuberculosis – growth inhibition of non-replicating M. tuberculosis (AID 488890). Mycobacterium tuberculosis non-replicating, growth inhibition; higher % means a stronger effect. inhibition, % at 25 µM, or IC50 in µM where a hit was titrated. 0.39% of 320,000 active; in the data active = a potency from the dose series; inconclusive = inhibition mostly from about 82% at the one dose, without a potency; inactive = the rest, 99 in 100 with inhibition below about 76%;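 also: plate controls were DMSO cells for no effect and high antibiotic wells for full effect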
inhibitors of VEEV 10K pilot screen – further read-out of inhibitors of VEEV, marked with its call; inhibition, %; measured here: 10K pilot screen inhibition
Starred values were filed as active, the others as inactive; i = inactive; ? = inconclusive; . = no result given.

SMILES | H1N1 NS1A inhibition | M. tuberculosis HTS | inhibitors of VEEV | Salmonella PhoP GFP | M. tuberculosis | others
CNc1nc(C)cc(C)c1S(=O)(=O)c1ccc(Cl)cc1 | 1% | 3% | 2.7% | 1% | 23%
O=C(COc1ccc(Cl)cc1Br)N1CCN(S(=O)(=O)c2ccccc2)CC1 | -3% | 5% | 4.7% | -5% | 20%
CCOC(=O)N1CCN(C(=O)CCc2ccc(S(=O)(=O)NCC(C)C)cc2)CC1 | 4% | 6% | 2.5% | 2% | -8%
COc1ccc(CN(Cc2nc3ccccc3c(=O)[nH]2)C(=O)NC2CCCCC2)cc1 | -3% | -8% | i | 7% | 47%
COc1ccc(CCN(C)C(=O)CSc2nnc(C3CC3)n2N)cc1OC | 1% | -4% | 1.7% | 0% | -4%
CC(=O)N1c2ccc(S(=O)(=O)N3CCC(C(=O)NC4CCC(C)CC4)CC3)cc2CC1C (centres undefined) | -6% | 2% | 0.4% | -2% | 6%
Cc1ccc(CN(C(=O)CNC(=O)c2cccs2)C(C(=O)NCC2CCCO2)c2ccccc2)cc1 (centres undefined) | 1% | -6% | 8.4% | -13% | 10%
Cc1cc(C)n2c(Br)c(CN3CC4CC(C3)c3cccc(=O)n3C4)nc2n1 (centres undefined) | 1% | -6% | 0.9% | 5% | -4% | inhibitors of VEEV 10K pilot screen=1.6
COC(=O)CSC(C)C(=O)Nc1nnc(C(C)C)s1 (centres undefined) | 1% | 12% | 2.5% | -5% | 29%
Cc1ccc(C(=O)c2cncc(Br)c2)cc1 | 7% | 3% | 6.7% | 4% | 9.3µM*
Cc1cc(C)c(S(=O)(=O)N2CCN(C(=O)c3cc4ccccc4oc3=O)CC2)c(C)c1 | -8% | -3% | 7.8% | . | 17%
CCC(=NCCC(c1ccccc1)c1ccccc1)c1c(O)n(C)c(=O)n(C)c1=O | -7% | -1% | 6.1% | -1% | 32%
O=C(Cn1nc(-c2ccccc2)ccc1=O)NCc1ccc2c(c1)OCO2 | -8% | -10% | 0.9% | 14% | -19%
CCCn1c(=O)c(C(=O)NCc2ccc3c(c2)OCO3)c(O)c2ccccc21 | -2% | 6% | 3.2% | -1% | 24%
CC(/C=N/NC(=O)c1cccs1)=C\c1ccccc1 | -8% | ? | 5.5% | 1% | 56%
Nn1c(Cc2cccc3ccccc23)nnc1SCCOc1ccc(F)cc1 | 2% | 15% | 0.9% | 4% | 56%
CC(C)Oc1ccc(/C=N/NC(=O)C2CCCN2S(=O)(=O)c2ccc(Cl)cc2)cc1 (centres undefined) | -2% | 1% | 3.7% | 10% | 46%
Cc1nnc(SCC(=O)NC(=O)NCCC(C)C)s1 | . | -1% | 0.2% | 7% | -2%
COc1ccccc1C(=O)NCCC(=O)NCC1COc2ccccc2O1 (centres undefined) | -4% | -6% | 1.3% | . | -17%
COc1ccc(S(=O)(=O)N(C)CC(=O)Nc2ccc3c(c2)OCO3)cc1 | 8% | -2% | 0.9% | 7% | -1%
CCOc1ccccc1CNC(=O)c1nn(CC)cc1[N+](=O)[O-] | 24% | 2% | 0.3% | -5% | 0%
Cc1ccc(N(CC(=O)N2CCc3ccccc3C2)S(C)(=O)=O)cc1 | -8% | -1% | 1.6% | -5% | 14%
Cc1nc2ccc(Cl)cc2c(-c2ccccc2)c1CC(=O)O | 3% | 0% | 1.8% | -6% | -3%
CC(=O)NCCNC(=O)C1CCCCN1S(=O)(=O)c1ccccc1 (centres undefined) | 1% | -13% | 1.1% | 3% | -9%
O=C(Oc1ccc(N2C(=O)C3C4CCC(C4)C3C2=O)cc1)c1ccco1 (centres undefined) | -10% | -2% | 0.5% | -13% | 21%
COc1cc(N)c(Cl)cc1C(=O)OCC(=O)N1CCCCCC1 | -6% | -3% | 0.2% | . | 10%
O=C(COC(=O)CCN=C1NS(=O)(=O)c2ccccc21)NC1CCCCCCC1 | 2% | -2% | i | 3% | 4%
C[C@@H]1CN([C@@H](C)CO)C(=O)Cc2cc(NC(=O)C3CCCCC3)ccc2O[C@H]1CN(C)S(=O)(=O)c1ccccc1 | -9% | 0% | 2.5% | . | 37%
CCOC(=O)N1CCN(S(=O)(=O)c2cn(C)c(=O)n(C)c2=O)CC1 | -8% | 7% | 2.4% | -7% | 8%
CNC(=O)C1Cc2ccccc2CN1S(=O)(=O)c1ccc(OC)c(OC)c1 (centres undefined) | -2% | 1% | i | 4% | 0%
CC(Sc1nc2cc([N+](=O)[O-])ccc2n1-c1cccc(C(F)(F)F)c1)C(=O)NC(N)=O (centres undefined) | -3% | -2% | i | 0% | -17%
CCOc1cccc(C(=O)Nc2ccc3c(c2)OCCO3)c1 | 5% | 3% | 1.1% | 1% | 11%
Cn1c(CC(=O)Nc2ccccc2F)nnc1SCC(=O)Nc1nncs1 | 5% | 6% | 0.9% | 6% | -4%
CCOC(=O)C1=C(COC(=O)COc2ccc(C(=O)CC)cc2)NC(=O)NC1C (centres undefined) | -5% | 46% | 1.4% | -4% | 1%
COC(=O)C1=C(O)CSC1=Nc1ccc(C)cc1 | -6% | 6% | 0.6% | 16% | ?
CCN(CC)S(=O)(=O)c1ccc(NC2c3ccccc3C(=O)N2CCN2CCOCC2)cc1 (centres undefined) | -3% | -10% | 0.9% | -1% | -9%
CC(CCc1ccc(O)cc1)NCc1ccc(Cl)cc1Cl (centres undefined) | -14% | 1% | 2.0% | -8% | 5%
CCOc1ccc(-n2ccnc2SCC(=O)Nc2nnc(C)s2)cc1 | -5% | -3% | 0.8% | -5% | 24%
O=C(NCCOc1ccccc1)c1ccc2c(c1)S(=O)(=O)c1cc(Cl)ccc1C2=O | -5% | 0% | 0.9% | . | -1% | inhibitors of VEEV 10K pilot screen=1.7
CN(C(=O)Cn1nc(C(=O)O)c2ccccc2c1=O)C1CCCCC1 | 0% | 5% | 2.7% | . | -13%
CCCCc1nnc(NC(=O)c2ccc(OCc3c(C)noc3C)cc2)s1 | 4% | . | 1.2% | . | .
COCCN(C(=O)CNC(=O)c1ccco1)C(C(=O)NC1CCCC1)c1ccccc1 (centres undefined) | 8% | 8% | 0.1% | -5% | -3%
C=C1c2cc(C)c(C)cc2NC(=O)N1c1ccccc1 | 0% | 0% | 7.9% | -20% | 10%
C/C(=C\c1cc2ccccc2o1)C1Nc2cccc3cccc(c23)N1 | 13% | 28% | 0.9% | . | 0% | inhibitors of VEEV 10K pilot screen=1.1
Cc1cc(S(=O)(=O)N2CCCC2)ccc1OCC(=O)N1CCC(C(N)=O)CC1 | -2% | -3% | 1.6% | -3% | -22%
Cn1c(=O)n(CCCO)c(=O)c2c1nc1n2CCCN1Cc1ccccc1 | 13% | 6% | 0.2% | -2% | 23%
O=C(c1nc2ncccn2n1)N1CCN(c2ccc(F)cc2)CC1 | -4% | -8% | 1.0% | 5% | -19%
O=C(CCNC(=O)C1CCN(S(=O)(=O)c2ccccc2)CC1)NCc1ccc(Cl)cc1 | 0% | -3% | 1.1% | 4% | 1%
CCc1ccc(NC(=O)c2ccccc2Br)cc1 | 2% | ? | 0.1% | -1% | 20%
CCOC(=O)c1c(-c2ccc(C)o2)csc1NC(=S)NC(=O)c1ccc(F)cc1 | 3% | -4% | 4.6% | -9% | 1%

Later entries
SMILES | H1N1 NS1A inhibition | M. tuberculosis HTS | inhibitors of VEEV | Salmonella PhoP GFP | M. tuberculosis | others
Oc1ccccc1CN1CCN(C(c2ccccc2)c2ccccc2)CC1 | 10% | 1% | 2.0% | -7% | -6%
CNC(=O)c1cccn(Cc2cccc(C(F)(F)F)c2)c1=O | 10% | -1% | 0.5% | 1% | -9% | inhibitors of VEEV 10K pilot screen=0.0
Cc1ccccc1-c1nnc(-c2ccc(Br)cc2)o1 | 0% | 7% | 4.9% | 0% | 75%
CCCN(C(=O)/C=C/c1ccc(S(=O)(=O)N(CC)CC)cc1)C1CCS(=O)(=O)C1 (centres undefined) | -5% | -2% | 4.8% | . | 7%
Cc1cc(Cl)ccc1C(=O)C1CCCN(C(=O)CCN2CCCO2)C1 (centres undefined) | 2% | 3% | 0.4% | 3% | 16%
CCn1nc(C)c(/C=N/NC(=O)Cc2ccc(Cl)cc2)c1C | -3% | 6% | 0.4% | -4% | -3%
O=C(N/N=C/C(Cl)=C/c1ccc([N+](=O)[O-])cc1)C(=O)Nc1cccc(C(=O)O)c1 | -8% | 7% | 1.5% | 10% | 15%
C/C(=N\Nc1ncc(Cl)cc1Cl)c1cccs1 | -6% | 2% | 0.6% | 16% | 55%
COc1ccc(C2=NOC(C(=O)NCc3cccnc3)C2)cc1 (centres undefined) | 14% | 14% | 2.7% | -6% | -4%
COC(=O)c1c(NC(=O)c2ccc(OC(C)C)cc2)sc2c1CC(C)(C)NC2(C)C | -8% | 41% | 23µM* | 0% | .

Grouped by structure, the entries above containing a COOH group (3)
SMILES | H1N1 NS1A inhibition | M. tuberculosis HTS | inhibitors of VEEV | Salmonella PhoP GFP | M. tuberculosis | others
Cc1nc2ccc(Cl)cc2c(-c2ccccc2)c1CC(=O)O | 3% | 0% | 1.8% | -6% | -3%
CN(C(=O)Cn1nc(C(=O)O)c2ccccc2c1=O)C1CCCCC1 | 0% | 5% | 2.7% | . | -13%
O=C(N/N=C/C(Cl)=C/c1ccc([N+](=O)[O-])cc1)C(=O)Nc1cccc(C(=O)O)c1 | -8% | 7% | 1.5% | 10% | 15%

Next part:
SMILES | H1N1 NS1A inhibition | M. tuberculosis HTS | inhibitors of VEEV | Salmonella PhoP GFP | M. tuberculosis | others
O=C(NNC(=O)c1ccc(Br)s1)c1cccc(Cl)c1 | -2% | -1% | 2.2% | . | 41%
CC(C)C1CC(C(F)(F)F)n2nc(C(=O)O)cc2N1 (centres undefined) | -4% | 4% | 1.3% | 3% | 6%
CC1CCN(C(=O)CCNC(=O)c2ccccc2Cl)CC1 | -7% | -11% | 2.6% | -14% | -13%
COc1ccccc1NC(=O)C1=C(C)NC(=O)NC1c1cccc(OC)c1OC (centres undefined) | 3% | -11% | 1.5% | 0% | 10%
CCN1C(=O)[C@H]2[C@@H](c3ccc(-c4cccc(Cl)c4)c(OC)c3)N3CCC[C@@]3(C(=O)OC)[C@H]2C1=O | 2% | -1% | 5.0% | . | 14%
CCCn1c(N)c(C(=O)CSc2nnc3n2CCCCC3)c(=O)n(C)c1=O | -16% | 2% | 1.2% | . | -6%

Grouped by structure: those above with an aryl methoxy group (9)
SMILES | H1N1 NS1A inhibition | M. tuberculosis HTS | inhibitors of VEEV | Salmonella PhoP GFP | M. tuberculosis | others
COc1ccc(CN(Cc2nc3ccccc3c(=O)[nH]2)C(=O)NC2CCCCC2)cc1 | -3% | -8% | i | 7% | 47%
COc1ccc(CCN(C)C(=O)CSc2nnc(C3CC3)n2N)cc1OC | 1% | -4% | 1.7% | 0% | -4%
COc1ccccc1C(=O)NCCC(=O)NCC1COc2ccccc2O1 (centres undefined) | -4% | -6% | 1.3% | . | -17%
COc1ccc(S(=O)(=O)N(C)CC(=O)Nc2ccc3c(c2)OCO3)cc1 | 8% | -2% | 0.9% | 7% | -1%
COc1cc(N)c(Cl)cc1C(=O)OCC(=O)N1CCCCCC1 | -6% | -3% | 0.2% | . | 10%
CNC(=O)C1Cc2ccccc2CN1S(=O)(=O)c1ccc(OC)c(OC)c1 (centres undefined) | -2% | 1% | i | 4% | 0%
COc1ccc(C2=NOC(C(=O)NCc3cccnc3)C2)cc1 (centres undefined) | 14% | 14% | 2.7% | -6% | -4%
COc1ccccc1NC(=O)C1=C(C)NC(=O)NC1c1cccc(OC)c1OC (centres undefined) | 3% | -11% | 1.5% | 0% | 10%
CCN1C(=O)[C@H]2[C@@H](c3ccc(-c4cccc(Cl)c4)c(OC)c3)N3CCC[C@@]3(C(=O)OC)[C@H]2C1=O | 2% | -1% | 5.0% | . | 14%

Bioassay records: PubChem, Southern Research Specialized Biocontainment Screening Center
